COUP-TFII inh: blocks human COUP-TFII nuclear receptor. P24468. inhibition, % at 8.6 µM. HEK293T NGFI-A luciferase reporter, luminescence. AID 686940. actives 0.7% (n = 370,000);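 active means inhibition above a per-plate cutoff, mean inhibition of test wells between control levels plus 3 SD, cut at about 38% in these data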;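 further: cells cotransfected with COUP-TFII expression vector driving the NGFI-A reporter; 0% = median of COUP-TF2 test wells and 100% = reporter-only cells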
EBV LMP1 NFkB: reduces LMP1-driven NF-kappaB luciferase signal; LMP1-induced NF-kappaB luciferase reporter cells, luminescence; inhibition, % at 12.5 µM; actives 0.69% (n = 350,000); in the data active means inhibition above about 41%; inconclusive means no clear call, values can overlap the other calls;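 further: 0% = neutral control wells and 100% = reference inhibitor control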
NR5A2 inv ag: inverse agonists of human LRH-1 (NR5A2); O00482; HEK293T StAR-luciferase reporter, LRH-1 transfected, 24 h; inhibition, % at 3.6 µM; actives 0.13% (n = 360,000); AID 602396;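 active means inhibition above the mean inhibition of all tested compounds plus 3 SD, cut at about 73% in these data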;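 further: 0% = DMSO wells and 100% = reporter-only cells lacking LRH-1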
Target sequence (O00482 whole entry, looked up): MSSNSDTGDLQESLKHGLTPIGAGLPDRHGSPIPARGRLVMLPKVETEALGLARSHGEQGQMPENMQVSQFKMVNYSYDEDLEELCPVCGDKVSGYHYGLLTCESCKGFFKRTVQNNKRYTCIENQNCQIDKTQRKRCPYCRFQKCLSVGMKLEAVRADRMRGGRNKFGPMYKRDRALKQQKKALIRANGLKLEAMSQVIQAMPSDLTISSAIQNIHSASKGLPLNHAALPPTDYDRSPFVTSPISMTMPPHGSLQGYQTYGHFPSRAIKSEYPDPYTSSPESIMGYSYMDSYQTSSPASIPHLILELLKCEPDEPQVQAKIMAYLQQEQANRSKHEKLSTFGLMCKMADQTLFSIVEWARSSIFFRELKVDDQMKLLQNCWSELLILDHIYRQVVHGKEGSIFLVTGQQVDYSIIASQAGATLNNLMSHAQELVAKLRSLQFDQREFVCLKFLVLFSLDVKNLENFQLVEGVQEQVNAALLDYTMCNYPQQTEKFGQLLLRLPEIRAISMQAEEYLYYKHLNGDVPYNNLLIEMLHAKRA
TROY signal inh: TROY signaling inhibition | inhibition, % at 10 µM | AID 1347056 | actives 0.98% (n = 360,000) | Q293 LMP1-TROYcd NF-kB luciferase reporter, 4 h;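 active means compounds whose plate-normalised and pattern-corrected inhibition of the luciferase reporter signal at the single screening dose is 50% or more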
NOD2-RIPK2 inh: inhibitors of human NOD2-RIPK2 interaction. O43353. CHO BLA complementation NOD2-RIPK2, CCF4 ratio. inhibition, % at 4.98 µM. actives 0.38% (n = 360,000); in the data active means inhibition above about 21%;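 further: 0% = vehicle only and 100% = reference blocker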
Target sequence (O43353 whole entry, looked up): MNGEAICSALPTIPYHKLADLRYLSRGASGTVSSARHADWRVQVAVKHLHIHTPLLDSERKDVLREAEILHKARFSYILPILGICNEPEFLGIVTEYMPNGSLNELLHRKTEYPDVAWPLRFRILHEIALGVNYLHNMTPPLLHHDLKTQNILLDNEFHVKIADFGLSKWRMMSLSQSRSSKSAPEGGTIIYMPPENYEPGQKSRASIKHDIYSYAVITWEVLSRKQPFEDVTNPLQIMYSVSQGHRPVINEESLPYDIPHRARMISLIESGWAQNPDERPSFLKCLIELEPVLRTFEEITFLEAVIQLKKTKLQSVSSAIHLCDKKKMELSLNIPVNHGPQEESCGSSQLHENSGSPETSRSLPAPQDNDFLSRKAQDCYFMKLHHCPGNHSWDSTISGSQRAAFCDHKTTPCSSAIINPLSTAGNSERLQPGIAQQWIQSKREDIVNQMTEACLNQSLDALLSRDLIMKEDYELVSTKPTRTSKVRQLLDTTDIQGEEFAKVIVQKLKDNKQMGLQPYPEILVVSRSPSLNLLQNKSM
Vif inh: HIV Vif inhibition; AID 602346; actives 0.35% (n = 340,000); inhibition, % at 7.49 µM; HEK293T cells, Vif self-association by quenched fluorescence, imaging, 24 h; in the data active means inhibition above about 50%, passing the limit was not always enough; inconclusive means no clear call, values can overlap the other calls; inactive means below about 31%; further: some results filed as inactive read as strong as hits
TLR9-MyD88 block: TLR9-MyD88 interaction inhibition; inhibition, % at 4.98 µM; Q9NR96+Q99836; CHO BLA complementation TLR9-MyD88, CCF4 FRET ratio; actives 0.21% (n = 340,000);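 active means inhibition above the mean over all tested compounds plus 3 SD, cut at about 21% in these data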;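 further: 0% = DMSO only wells and 100% = clavulanate BLA inhibitor control wells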
NCOA1 inh: human NCOA1 inhibition; AID 588354; actives 0.12% (n = 360,000); HEK293 GAL4-SRC1 luciferase reporter, luminescence; inhibition, % at 3.6 µM; Q15788;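 active means inhibition above the campaign mean plus 3 SD, with each screening campaign given its own cutoff, cut at about 60% in these data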;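 further: 0% = DMSO treated cells and 100% = gossypol at 36 µM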
SRC2 inh: inhibits human steroid receptor coactivator 2. Q15596. HEK293 GAL4-SRC2 luciferase reporter, luminescence. inhibition, % at 9 µM. actives 0.17% (n = 370,000);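 active means inhibition above the mean inhibition of all tested compounds plus 3 SD, set per campaign, cut at about 52% in these data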;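 further: 0% = DMSO treated cells and 100% = cells given Gossypol at 36 µM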
C8 TRAIL sens: sensitizes caspase-8 expressing cells to TRAIL; actives 1% (n = 360,000); NB7+C8 cells + TRAIL, ATPlite viability luminescence; inhibition (viability loss, TRAIL sensitization), % at 10 µM;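 active means compounds causing at least 50% loss of cell viability in the single-dose screen, relative to plate controls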
SRC3 inh: human NCOA3 inhibition. HEK293 GAL4-SRC3 luciferase reporter, luminescence. inhibition, % at 3.6 µM. actives 0.17% (n = 360,000). AID 588352;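 active means inhibition above a per-campaign cutoff, the mean of all compounds plus 3 SD, cut at about 60% in these data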;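 further: 0% = DMSO-treated cells and 100% = gossypol-treated cells at 36 µM; higher means less SRC3-driven luciferase light from the GAL4 reporter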
* hit, by the source's call; ? = inconclusive; . = not tested or not shown. Only part of the results is shown. The share of hits here may be higher or lower than overall.

no.	Structure	COUP-TFII inh	EBV LMP1 NFkB	NR5A2 inv ag	TROY signal inh	NOD2-RIPK2 inh	Vif inh	TLR9-MyD88 block	NCOA1 inh	SRC2 inh	C8 TRAIL sens	SRC3 inh
1	O=C1C=C(c2cccc(Cl)c2)C[C@@H](c2ccc(Cl)cc2)C1	-18	0	15	-21	2	-4	-4	1	-15	9	15
2	NC(CCC(=O)O)C12CC3CC(CC(C3)C1)C2 (centres undefined)	-8	4	0	-16	-13	-2	-6	-4	6	-14	-4
3	CCc1nc2c(OCc3cc(Cl)cc(Cl)c3)cccn2c1N(C)C(=O)c1ccc(OC)cc1	-5	.	-27	-1	-2	-2	.	-4	4	22	-16
4	CC(=O)Nc1ccccc1Nc1cc(C#N)c(C#N)cc1[N+](=O)[O-]	-7	5	2	-4	0	21	5	-5	-24	-14	13
5	Cc1ccc(CN2C(=O)C(Cc3ccccc3)Nc3ncnc(N4CCN(c5ccccc5)CC4)c32)cc1 (centres undefined)	14	-3	-3	-7	0	-6	-6	0	2	-16	-16
6	CCn1c(SCC(=O)Nc2cc(C)on2)nnc1-c1ccc(S(=O)(=O)N2CCCC2)cc1	-3	1	9	9	-5	0	0	-28	-3	-4	11
7	CC(=O)N1CC(=O)N(CC(=O)Nc2ccc(Br)cc2)C1=S	-3	-11	7	-15	-26	17	10	-4	22	-20	-14
8	COc1cc(OC)c(OC)cc1CN1CCN(Cc2ccco2)CC1	6	-8	10	9	-6	-3	4	3	18	-8	20
9	CN(C)C(CNC(=O)c1cc(Br)c(Br)s1)c1ccco1 (centres undefined)	-12	-1	-6	0	-5	5	7	6	3	-25	-32
10	CNc1ccc(Br)cc(C(=O)/C=C/c2cccc(OC)c2OC)c1=O	5	-6	-4	2	1	75*	1	-9	-1	2	-5
11	CCN(CC)S(=O)(=O)c1ccc(C(=O)NC(=S)N2CCN(c3ccccc3O)CC2)cc1	17	-5	18	-15	6	-19	-4	9	12	6	0
12	COc1cc2[nH]c(C(=O)NCCc3ccccc3)cc2c(OC)c1OC	-22	-1	4	4	2	-6	1	6	-21	-18	1
13	COc1cccc(NC(=O)Cc2c(C(=O)O)[nH]c3ccccc23)c1	-32	2	-10	-4	-3	15	2	8	4	-7	15
14	O=C(CCc1ccccc1)NNC(=O)c1cc(Cl)ccc1O	-6	29	1	29	-6	2	-4	-17	-6	16	6
15	CCN1C(=O)[C@@H]2[C@@H](c3ccc(-c4ccc5c(c4)OCO5)cc3)N3CCCC[C@@]3(C(=O)OC)[C@@H]2C1=O	24	3	9	10	-3	3	-16	-5	8	5	9
16	CN1OC[C@@H]2CN(C(=O)CCc3ccccc3)[C@H](c3cccc(Oc4ccccc4)c3)C[C@@H]21	4	-1	-5	-19	-1	-3	-10	1	17	-1	-3
17	O=C(Cc1ccc(F)cc1)N/N=C/c1ccc2c(c1)OCO2	-9	-18	-13	-54	-4	17	2	-42	-12	5	-52
18	Nc1ccc2c(Cl)cc(Cl)cc2c1	-16	0	20	0	-13	.	7	-7	12	-9	6
19	COc1ccc(Nc2nc(C)cc(-c3cc(-c4ccccc4)on3)n2)cc1	6	7	0	-22	-2	-4	2	-17	-10	5	-9
20	O=C(CCSCc1cccc(Cl)c1)NCCc1ccc(Cl)cc1	-7	8	-10	-8	0	-2	-8	2	-5	2	4
21	COc1ccccc1NS(=O)(=O)c1ccc(C)c(NC(=O)NCCCl)c1	2	6	-11	-3	-9	2	1	10	-19	-10	19
22	Cc1cccc(Cc2nnc(CCC(=O)NCc3cn4ccccc4n3)o2)c1	10	-3	-6	-10	2	-8	-4	7	-4	1	-4
23	CC(C)C(NC(=O)OCc1ccccc1)C(=O)OCC(=O)NCc1ccco1 (centres undefined)	7	-2	-18	-8	-9	-6	6	-12	1	-8	-19
24	CCN(CC)C(=O)[C@H]1C[C@H](CC(=O)NCC23CC4CC(CC(C4)C2)C3)C(=O)N2CCc3c([nH]c4cc(-c5ccco5)ccc34)[C@]12C	5	8	-3	-3	-2	.	0	13	-3	9	-12
25	O=C(CN1CCC(NC(=O)c2ccccc2F)CC1)Nc1ccc2c(c1)OCCO2	1	0	34	-5	-4	-19	6	10	-1	-5	5
26	COC(=O)/C(C#N)=C/c1c(-c2ccccc2)nc2n1CCS2	-4	-7	-9	2	-13	-12	6	3	-2	7	20
27	OCCN1CNC(=S)NC1	4	2	-6	-17	1	18	-2	0	10	-2	14
28	CCCCOc1cccc(OCC(=O)Nc2nc3ccccc3[nH]2)c1	-4	1	3	-7	-4	-1	-2	-10	-10	15	-1
29	CCCn1c(SCc2nc3sc(C)c(C)c3c(=O)[nH]2)nc2ccccc2c1=O	-44	-10	7	-2	2	11	-5	4	-55	0	11
30	CC(Oc1ccc(Br)cc1)C(=O)Nc1ccc(S(=O)(=O)NC2=NCCCCC2)cc1 (centres undefined)	5	6	-15	11	-2	-3	5	-11	-4	11	5
31	O=C(CCN1CCN(Cc2ccccc2)CC1)Nc1cccc(Br)c1	22	-4	6	-3	-13	-9	-1	10	-13	6	-11
32	Cc1cccc(C)c1OCC(=O)Nc1ccc(N2CCOCC2)cc1	-1	-4	-2	-9	1	8	14	-32	-6	-5	-1
33	COc1ccc(C2(C(=O)Nc3ccc(S(N)(=O)=O)cc3)CCCC2)cc1	3	-29	-1	17	-3	0	-9	0	-1	2	12
34	CCOc1ccc(NC(=O)c2cc([N+](=O)[O-])ccc2N2CCOCC2)cc1	3	3	6	29	-1	-4	2	-1	13	14	15
35	Cc1ccc(SCC(=O)c2c(C)[nH]c3ccccc23)cc1	-4	-2	-4	-8	11	-1	0	-4	-14	-4	13
36	O=C(CCCc1ccccc1)NCCCN1CCOCC1	-7	-26	-5	8	-7	1	2	6	-11	-11	-1
37	CCOC(=O)c1cc2c(s1)-c1c(C)cccc1OC2	-14	-54	4	-29	9	-5	4	-35	-24	9	-33
38	CNc1snc(C)c1C(=O)OC(C)C(=O)c1ccc(F)cc1 (centres undefined)	15	20	1	5	-3	-7	2	12	25	0	-7
39	O=C1CC(=O)CC(c2ccccc2Cl)C1	-5	-2	-17	7	8	2	-6	-8	10	4	-5
40	CCN(CC(=O)NCc1cccs1)C(=O)c1cc(Br)ccc1O	8	-3	0	-3	2	2	-3	-7	31	-10	12
41	COc1ccc(NC(=O)Nc2ccc(CC(=O)O)cc2)cc1	5	0	11	-14	-4	11	1	7	-13	11	-1
42	COc1ccc(C=O)cc1COc1ccc2c(c1)OCO2	-8	-15	9	-24	-11	10	1	-7	-2	6	6
43	COCCCN1C(=O)C(O)=C(C(=O)c2ccco2)C1c1ccc(Br)cc1 (centres undefined)	2	3	18	-15	3	-2	5	4	12	1	19
44	CN1C(=O)c2c(C(=O)Nc3ccc(Oc4ccncc4)cc3)[nH]c(-c3ccccc3)c2C1=O	20	.	11	4	-15	16	.	6	-18	-7	7
45	CCCC1(C(=O)O)NC(c2ccc(OC)cc2O)C2C(=O)N(c3ccc(OC)cc3)C(=O)C21 (centres undefined)	-4	8	-12	-5	8	-3	4	-11	-24	-6	-9
46	COc1cccc(C(Nc2ccccn2)c2oc(CO)cc(=O)c2O)c1 (centres undefined)	-7	-6	0	-15	-8	13	-8	-13	-17	-9	-2
47	Cc1ccccc1C(=O)NCCCNC(=O)c1ccccc1C	5	.	7	-6	-12	9	.	-4	4	20	-5
48	COc1ccccc1C(=O)NCCn1cc(SCC(=O)Nc2nnc(C)s2)c2ccccc21	-2	2	-5	1	0	-3	-1	3	6	8	6
49	COc1ccc(CCNC(=O)COC(=O)/C=C/c2cccc(F)c2)cc1	7	-7	13	-8	-5	14	-4	5	-33	-9	13
50	Cc1c(C)c2ccc(OC(C)C(=O)N[C@@H](Cc3c[nH]c4ccccc34)C(=O)O)c(C)c2oc1=O (some centres undefined)	-13	-5	31	8	-16	-5	6	-4	-20	-9	8
51	COc1ccccc1-n1c(=S)sc2c(=O)n(Cc3ccco3)c(SC)nc21	8	-2	-20	-1	-15	26	-8	-2	-19	3	8
52	CCC(=O)N1CCCn2c1nc1ccccc12	-15	-8	5	-18	-8	5	0	-19	-2	-4	-19
53	COc1ccc(-c2nn(-c3ccccc3)cc2C(=O)n2nnc3ccccc32)cc1	5	-13	-20	10	0	?	6	1	1	-6	11
54	CC(=O)c1cc2c(cc1NC(=O)CN1CCN(c3cccc(C(F)(F)F)c3)CC1)OCO2	-1	3	4	5	-9	-2	3	11	4	6	18
55	Cc1ccnn1CCC(=O)O	-6	3	-19	-1	1	-1	-5	-9	-10	5	-9
56	O=C(CCNC(=O)c1ccc(Br)cc1)Nc1ccc(S(=O)(=O)N2CCOCC2)cc1	-5	-6	-8	40	1	-2	3	-3	-11	-1	-4
57	O=C(c1cc(Cl)ccc1Cl)N1CCOCC1	9	2	-3	19	-17	-6	5	-2	14	-66	-11
58	CN(C)c1cccc(C(=O)NNC(=S)NC2CCCC2)c1	1	-11	-47	-48	4	2	-1	-13	-7	5	-21
59	CCCCN(C=O)c1c(CC)nc2ccc(C(=O)N3CCN(C)CC3)cn12	5	.	16	-4	6	1	.	8	-6	6	4
60	CC(C)OC(=O)Nc1ccc2c(c1)N(C(=O)N1CCN(C)CC1)c1ccccc1CC2	-31	-5	-73	-20	7	13	2	-43	-23	79*	-69

Further results
no.	Structure	COUP-TFII inh	EBV LMP1 NFkB	NR5A2 inv ag	TROY signal inh	NOD2-RIPK2 inh	Vif inh	TLR9-MyD88 block	NCOA1 inh	SRC2 inh	C8 TRAIL sens	SRC3 inh
61	CCS(=O)(=O)c1ccc(O)c(NC(=O)c2cc(OC)c(OC)c(OC)c2)c1	4	1	-5	-1	-5	-4	-13	-6	-8	-6	12
62	COc1ccc(S(=O)(=O)N(CCC#N)Cc2ccco2)cc1OC	-15	3	-3	3	2	8	-1	13	-21	-8	11
63	CCc1cc(-c2n[nH]c(C)c2-c2nc(C)cs2)c(O)cc1OC	12	-3	15	30	-9	-4	-6	-7	-6	6	20
64	CN(C)/C=C(\C#N)C(=O)N/N=C/c1ccccc1	8	-8	-2	-18	-7	0	-3	-47	-15	1	-39
65	CCOC(=O)c1nnn(-c2nonc2N)c1CN1CCCCCC1	-2	3	4	1	2	-4	-11	3	3	-6	-10
66	COc1cccc(NC(=O)COc2cc(C)cc3oc(=O)cc(C)c23)c1	10	2	13	-14	-12	23	-7	0	17	12	-27
67	CCCCCCn1c(NCC)nc2c1c(=O)[nH]c(=O)n2C	-5	3	16	-7	0	5	-6	-1	-11	-2	9
68	CCc1ccc(-c2cc3c(=O)n(CC(=O)N4CCCC4)nc(C)n3n2)cc1	-9	7	4	-18	-15	-10	1	-26	-11	16	3
69	CCC(=O)Nc1ccc(C(=O)CN2C(=O)NC3(CCCCCC3)C2=O)cc1	12	-1	5	-22	-3	-1	-12	-3	-16	7	3
70	CC(=O)Oc1ccc(-c2cccc(C(=O)NCC(=O)O)c2)cc1	10	-4	9	-2	1	5	3	-6	6	16	-12
71	COc1ccc(OCC(=O)OCCN2C(=O)c3ccccc3C2=O)cc1	-2	4	-19	-5	0	0	-7	-2	5	-11	7
72	CCOc1ccc(NS(=O)(=O)c2ccc(C(=O)N(C)CC(=O)Nc3ccccc3Br)cc2)cc1	11	5	0	1	2	0	-2	5	-12	-2	11

Assay outcomes from PubChem BioAssay.
